BAZ2B inh – inhibitors of human BAZ2B bromodomain; 360,000 compounds, 4.4% hits; AlphaScreen BAZ2B-H3K14Ac peptide displacement; Q9UIF8; Potency, µM (titrated, usually from 114 µM), for the others: at the highest dose activity change, negative = inhibition, usual class: inhibitors; further: potency means the concentration at half of the fitted maximal effect; on the % scale 0 is the no-effect control and ±100 the full control effect; nearly all actives have a fitted effect of over 60% in size
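AlphaScreen displacement of biotin-H3(5-23)K14Ac peptide (50 nM final) from BAZ2B (50 nM final) in PBS pH 7.4, 0.01% Tween-20; complex preformed 30 min RT, then compounds (top 110 uM) 30 min RT, beads 20 min dark.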
Pin1 inhibitor – human Pin1 inhibition; 390,000 compounds, 0.009% hits; AID 504891; Pin1 FP peptide displacement, HiFluor488, 10 min; Potency, µM (highest dose often 115 µM), for inactives: top-dose activity, negative = inhibition, hits mostly inhibitors; active means well fitted inhibition curve with a large enough effect in the polarisation, with a control signal flat, not every such curve was filed as active; inconclusive means small, poorly fitted or top-dose-only effect, or effect the other way, or a change in a side signal; inactive means no such curve, though single readings can be large or run the other way; the % refers to the polarisation; further: potency means the concentration at half of the fitted maximal effect; on the % scale 0 is the no-effect control and ±100 the full control effect
PGK inhibitor – blocks T. brucei phosphoglycerate kinase | P07378 | PGK/GAPDH coupled, Kinase-Glo luminescence, 60 min | Potency, µM (doses to about 57.5 µM), without a hit: top-dose activity change, negative = inhibition, hits mostly inhibitors | 380,000 compounds, 0.043% hits | AID 602233; further: potency means the concentration at half of the fitted maximal effect; on the % scale 0 is the no-effect control and ±100 the full control effect; nearly all actives have a fitted effect of over 60% in size
Target sequence (P07378 whole entry, looked up): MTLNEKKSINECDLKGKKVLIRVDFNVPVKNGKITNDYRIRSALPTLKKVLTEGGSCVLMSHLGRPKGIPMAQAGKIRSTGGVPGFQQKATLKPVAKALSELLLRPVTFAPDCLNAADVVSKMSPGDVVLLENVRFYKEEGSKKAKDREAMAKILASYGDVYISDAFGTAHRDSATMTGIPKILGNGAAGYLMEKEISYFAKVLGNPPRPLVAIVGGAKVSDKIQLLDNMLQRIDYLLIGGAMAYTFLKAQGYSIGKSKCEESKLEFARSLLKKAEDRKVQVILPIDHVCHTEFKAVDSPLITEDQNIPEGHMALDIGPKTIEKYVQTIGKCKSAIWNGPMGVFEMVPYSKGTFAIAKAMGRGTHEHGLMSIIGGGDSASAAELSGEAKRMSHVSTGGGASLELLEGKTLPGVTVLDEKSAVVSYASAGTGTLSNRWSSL
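Recombinant glycosomal PGK reaction used 1,3-bisphosphoglycerate generated in-well by GAPDH (100nM final) in 100mM TEA pH 7.6, 5mM MgCl2, 0.01% Tween-20. After 60 minutes at room temperature, ATP was read by Kinase-Glo Plus luminescence end-point.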
JMJD2A Tudor inh – JMJD2A Tudor domain (human) inhibition | Potency, µM (titrated, usually from 114 µM), inactives show at the highest dose activity change, negative = inhibition, most hits filed as inhibitors | 390,000 compounds, 4.4% hits | O75164 | AlphaScreen JMJD2A-Tudor / H3K4me3 peptide binding; further: potency means the concentration at half of the fitted maximal effect; on the % scale 0 is the no-effect control and ±100 the full control effect; nearly all actives have a fitted effect of over 50% in size
HP1b binding inh – inhibitors of HP1-beta chromodomain binding to methylated histone tails; P83916; AlphaScreen HP1-beta / biotin-H3K9me3 peptide binding; Potency, µM (doses to about 114 µM), inactives show top-dose activity change, negative = inhibition, hits mostly inhibitors; 390,000 compounds, 0.56% hits; AID 540317; further: potency means the concentration at half of the fitted maximal effect; nearly all actives have a fitted effect of over 70% in size; inactives centre near 23
Target sequence (P83916 whole entry, looked up): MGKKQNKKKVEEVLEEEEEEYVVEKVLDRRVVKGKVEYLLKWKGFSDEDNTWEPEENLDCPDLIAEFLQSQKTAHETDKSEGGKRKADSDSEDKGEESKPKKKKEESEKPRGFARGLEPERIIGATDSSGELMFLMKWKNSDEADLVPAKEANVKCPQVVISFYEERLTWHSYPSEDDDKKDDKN
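Compound inhibition of the preformed complex between 50 nM HP1-beta and 50 nM biotinylated H3K9me3 peptide was read by AlphaScreen. Buffer was PBS pH 7.4 with 0.01% Tween-20. Incubations ran 30 min at room temperature, with 10 ug/mL donor/acceptor beads.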
G9a block – blocks human histone lysine methyltransferase G9a | 350,000 compounds, 8.8% hits | Potency, µM (top dose mostly 102 µM), for inactives: top-dose activity, negative = inhibition, usual class: inhibitors | Q96KQ7 | G9a H3K9 monomethylation, AlphaScreen, 2 h; further: potency means the concentration at half of the fitted maximal effect; on the % scale 0 is the no-effect control and ±100 the full control effect; nearly all actives have a fitted effect of over 75% in size
Target sequence (Q96KQ7 913-1193 limits assumed): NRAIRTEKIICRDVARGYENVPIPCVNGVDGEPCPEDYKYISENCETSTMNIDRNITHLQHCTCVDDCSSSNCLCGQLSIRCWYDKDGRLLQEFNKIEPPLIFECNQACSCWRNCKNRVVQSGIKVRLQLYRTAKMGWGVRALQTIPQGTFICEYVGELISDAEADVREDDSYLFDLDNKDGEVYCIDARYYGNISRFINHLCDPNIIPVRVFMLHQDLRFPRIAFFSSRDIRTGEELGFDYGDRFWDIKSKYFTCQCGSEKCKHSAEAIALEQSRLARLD
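Chemiluminescent proximity detection of H3K9 monomethylation, read after 10 min bead incubation in the dark. Reaction: 20 nM G9a, 500 nM biotin-H3K9 peptide, 20 uM SAM cofactor, 2 h, room temperature, following 15 min enzyme-compound preincubation.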
Pol eta inh – inhibitors of human DNA polymerase eta; AID 588591; 390,000 compounds, 1.2% hits; Q9Y253; recombinant Pol eta, fluorescent DNA replication assay; Potency, µM (top dose mostly 114 µM), for the others: at the highest dose activity change, negative = inhibition, actives largely listed as inhibitors; further: potency means the concentration at half of the fitted maximal effect; on the % scale 0 is the no-effect control and ±100 the full control effect
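Pol eta (10 nM) was preincubated with compounds for 15 min at room temperature, after which fluorescent replication substrate (50 nM final) was added to start the reaction. Fluorescence was read kinetically at 0 and 10 min.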
PI4K2A inh – inhibitors of human PI4K2A. Q9BTU6. 420,000 compounds, 0.13% hits. activity change, negative = inhibition, % at 76.9 µM. purified PI4K2A, ADP-Glo luminescence, 1 h; hits give low values; in the data active means activity change below about -50%; inconclusive means mostly about -30% to -49%;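 further: -100% = wells without enzyme as full effect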
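PI4K2A activity was measured by ADP-Glo luminescence: enzyme (4 ug/mL stock) and phosphatidylinositol (1.2 mM stock) in Tris pH 7.5/MgCl2/EGTA/Triton X-100 buffer were reacted with ATP (300 microM stock) for one hour at ambient temperature.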
GLS inh – glutaminase GLS (human) inhibition | O94925 | GLS enzymatic activity, qHTS titration | Potency, µM (series often up to 45.5 µM), for the others: top-dose activity change, negative = inhibition, most hits filed as inhibitors | 410,000 compounds, 0.21% hits; further: potency means the concentration at half of the fitted maximal effect; on the % scale 0 is the no-effect control and ±100 the full control effect
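Assay buffer: 45 mM KH2PO4 pH 8.2, 0.02% Tween-20. hKGA acts on L-glutamine (1 mM solution added); product glutamate is reported by an oxidase/peroxidase Amplex Red coupling, with fluorescence taken at baseline and 30 min.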
* = called active by the depositor; i = inactive; ? = inconclusive; . = not tested or not shown; [ ] = remark or other dose. Unless noted, the call rests on the fitted dose curve; in most records, active means well fitted curve in the direction sought with a large enough effect; inconclusive means small, poorly fitted or top-dose-only effect, or another doubt; inactive means no such curve, though single readings can be large; an effect the other way counts as inactive or inconclusive. An excerpt (hit frequency here may not be typical).

SMILES | BAZ2B inh | Pin1 inhibitor | PGK inhibitor | JMJD2A Tudor inh | HP1b binding inh | G9a block | Pol eta inh | PI4K2A inh | GLS inh
CCCCC(CC)C(=O)NCCCN1CCN(CCCNC(=O)C(CC)CCCC)CC1 (stereo not given) | 1% | -4% | 0% | -9% | 10% | 30% | -18% | 8 | 6%
O=C(O)c1ccc(N/N=C/c2ccc(C(F)(F)F)cc2)cc1 | ? | -12% | -3% | -35% | -7% | 35µM* | -6% | -4 | -20%
COC(=O)c1ccc(NC(=O)COC(=O)c2cccc3c(=O)c(C)c(-c4ccccc4)oc23)cc1 | -3% | 7% | 1% | 0% | 27% | 14% | -22% | 4 | 7%
CC(C)C(=O)Nc1c(-c2ccc(Cl)cc2)c(=O)c2ccccc2n1C | 2% | -3% | -3% | 8% | 32% | ? | -8% | 2 | -10%
CCN(Cc1nc2cc(Cl)ccc2c(=O)[nH]1)C(=O)c1ccc(C)c(NC(=O)c2ccco2)c1 | 6% | 6% | -4% | -22% | 23% | 7%[12.7 µM] | -2% | -12 | 2%
COc1ccc(CCn2c(=N)c(C(=O)NCc3ccco3)cc3c(=O)n4cccc(C)c4nc32)cc1 | -17% | 43%[activator] | -4% | -18% | 7% | -38% | ? | -9 | 0%
N/C(CSc1ncccc1C(F)(F)F)=N\O | 1% | -4% | 1% | -3% | 10% | 2% | 3% | 1 | -7%
O=C(Cn1nc(C(=O)O)c2ccccc2c1=O)Nc1cc(S(=O)(=O)N2CCCCC2)ccc1Cl | . | 6% | 2% | -3% | 19% | . | 4% | 5 | 5%
COCCn1c(-c2ccc(OC)cc2)cnc1SCC(=O)Nc1cccc2ccccc12 | 18µM* | 20% | -5% | 25µM* | -47% | 35µM* | -24% | -4 | -2%
Cc1oc2ccc(O)cc2c1C(=O)c1ccc([N+](=O)[O-])cc1 | ? | 2% | -2% | ? | -26% | ? | -15% | 6 | 18%
CC(O)(Cc1ccccn1)Cc1ccccn1 | . | -15% | -7% | -14% | -10% | . | -22% | -3 | -17%
Cc1cccc(NC(=O)c2cc3c(=O)n4ccccc4nc3n2C)c1C | 3% | 2% | -3% | -15% | 8% | 8%[59 µM] | -14% | -2 | -3%
O=C1C(Cc2ccc3[nH]ccc3c2)NC(=S)N1c1ccccc1 (stereo not given) | -19% | 12% | 14% | -20% | 21% | -29% | -5% | 5 | 3%
CCOC(=O)c1c(NC(=O)COC(=O)c2ccc(Cl)nc2)sc(C)c1C | . | . | -5% | . | . | . | -1% | 4 | 1%
CCCCN1C[C@H](c2ccccc2)[C@@H](CC(=O)NC)C1=O | . | . | i | . | . | . | 5% | 2 | 3%
O=C(O)c1cc(N/N=C/C(Cl)=C/c2ccccc2)ccc1Cl | 35µM* | -16% | -15% | -30% | 9% | 35µM* | -23% | -4 | -7%
O=C(Nc1ccc(OC(F)(F)F)cc1)C(NS(=O)(=O)c1cccc2nsnc12)c1ccccc1 (stereo not given) | . | -4% | -2% | ? | 11% | -14%[59 µM] | -1% | -2 | 2%
CC(Oc1ccc(-c2ccccc2)c(F)c1)c1ccn(S(=O)(=O)c2ccc(Cl)cc2)n1 (stereo not given) | 6% | 6% | -6% | 9% | 50% | 145%[activator][59 µM] | -3% | 5 | -24%
CN(C)S(=O)(=O)c1ccc(NC(=O)CSc2nnc(-c3ccco3)o2)cc1 | . | 3% | 2% | -7% | 29% | . | -9% | -19 | 5%
COc1ccc(NC(=O)/C(C#N)=C/c2ccc(-c3ccccc3C(=O)O)o2)cc1 | -21% | -2% | -8% | -31% | 13% | -6% | -17% | -3 | -4%
Cc1cc(=O)n(C)c2ccccc12 | 3% | -2% | -4% | 2% | 52%[activator] | -50% | -19% | 1 | -9%
CC1CCN(S(=O)(=O)c2ccc3c(ccc(=O)n3CC(=O)NCc3ccccc3Cl)c2)CC1 | -8% | 10% | 0% | ? | 22%[57 µM] | -11%[59 µM] | -5% | 0 | -4%
O=C(NCCCO)c1cc2c([nH]c3ccccc32)c(-c2ccccc2)n1 | -14% | -2% | -9% | -20% | 53%[activator] | 24% | 4% | 7 | -16%
CCc1ccc(NC(=O)CCc2ccc(CC)o2)cc1 | -2% | 3% | -10% | -6% | 29% | . | -18% | 2 | -6%
CC(=O)Oc1ccc([N+](=O)[O-])cc1N1C(=O)c2ccccc2C1=O | -4% | 0% | 1% | -11% | 27% | -20%[59 µM] | 1% | 1 | 13%

Next records.
SMILES | BAZ2B inh | Pin1 inhibitor | PGK inhibitor | JMJD2A Tudor inh | HP1b binding inh | G9a block | Pol eta inh | PI4K2A inh | GLS inh
CCOc1cc(CNCc2cccs2)cc(Br)c1OC | 8% | 5% | 5% | 8% | 43%[activator] | -23% | -18% | 2 | 5%
COc1ccc(OCCOC(=O)Nc2ccccc2)cc1 | 2% | -3% | -1% | 0% | 66%[activator] | -12% | -8% | 0 | -9%
CCN(CC)S(=O)(=O)c1ccc(/C=C/C(=O)OCC(=O)Nc2cccnc2Cl)cc1 | 14% | 3% | -4% | -5% | 31% | 19%[12.7 µM] | -8% | 6 | -4%
CCN1CCN(c2ccc(NC(=O)c3ccc(F)cc3)cc2Cl)CC1 | -16% | -4% | 8% | 5% | 11% | 0%[59 µM] | -21% | 4 | 27%
COCCCNC(=S)N1CCC(C(=O)c2ccc(Cl)cc2)CC1 | 3% | -4% | i | -5% | 20% | 18% | -15% | -14 | 4%
COc1cc(-c2nc3cnccc3n2C)cc(OC)c1OC | 7% | 3% | 3% | 7% | 41%[activator] | -3%[59 µM] | -3% | 2 | 10%
C=CCn1c(-c2cnn(-c3ccccc3)c2N)n[nH]c1=S | -21% | 5% | -5% | 4µM* | 6% | 7.9µM* | -17% | -6 | ?
COc1ccc(OC)c(C(=O)NC(CC(N)=O)c2ccc(NCC3CC3)c([N+](=O)[O-])c2)c1 (stereo not given) | ? | 3% | -2% | -35% | 10% | ? | -10% | 1 | -8%
O=C(O)CC(c1ccc(OC2CCCC2)cc1)N1C(=O)c2ccccc2C1=O (stereo not given) | 1% | -12% | 2% | -10% | 6% | 14% | 9% | 4 | -9%
O=C(O)CC1S/C(=N/N=C/c2ccc(-c3ccc(Cl)cc3[N+](=O)[O-])o2)NC1=O (stereo not given) | ? | ? | -16% | ? | -9% | 14µM* | ? | -12 | 7%
c1ccc(Cn2nnc3c(NCC4CCCO4)ncnc32)cc1 (stereo not given) | 0% | -1% | -4% | -14% | 28% | -17% | -7% | -2 | -2%
Cn1c(=O)c2c(nc(CN3CCOCC3)n2Cc2ccccc2)n(C)c1=O | . | 5% | -1% | -12%[57.1 µM] | 30% | . | 0% | -3 | -3%
O=c1c(Cl)c(O)ccn1C1OC(CO)C(O)C1O (stereo not given) | . | 0% | 1% | ? | 18% | . | -13% | -1 | 7%
CCCc1cc(N2CCCC(C(=O)Nc3cc(Cl)ccc3OC)C2)n2ncnc2n1 (stereo not given) | . | 0% | -10% | -14% | 20% | . | -11% | 5 | 0%
O=C(Cn1cc2c(n1)CCCC2)NCCc1ccccc1 | -3% | -18% | -12% | -14% | 30% | 13%[59 µM] | -17% | -3 | 2%
O=C(CCN1C(=O)/C(=C\c2cccc(Br)c2)SC1=S)NCCCN1CCOCC1 | ? | 4% | 0% | ? | -25% | 45µM* | 7% | 0 | -11%
Nc1nnc(SCCCOc2ccc(F)cc2)s1 | -22% | 4% | 8% | -3% | 53%[activator] | 2% | -18% | 2 | 10%
CS(=O)(=O)N1CCc2cc(C(=O)Nc3ccc(S(N)(=O)=O)cc3)ccc21 | 0% | 12% | -3% | -13% | 22% | 9%[59 µM] | -4% | 1 | -15%
COc1ccccc1CN1C[C@@H]2C[C@@H](c3cccc(O)c3)N3CCC[C@@]23C1=O | -5% | 0% | i | ? | 25% | 9%[0.501 µM] | ? | 5 | -5%
CCn1c(Cc2ccccc2)nnc1SCC(=O)NC(C)(C)C | -1% | 7% | 9% | -4% | 22% | . | -22% | 3 | 0%
O=C(CCS(=O)(=O)c1ccccc1)N1CCN(c2cccc(C(F)(F)F)c2)CC1 | -18% | 7% | -8% | 0% | 15%[57 µM] | 15% | -26% | 6 | 6%
COC(=O)C(CC(C)C)NC(=O)CSc1nc(-c2ccccc2)c(C#N)c(=O)[nH]1 (stereo not given) | 2% | -11% | 1% | 4% | 39%[activator] | -26%[12.7 µM] | 14% | 3 | 9%
Cc1cc(C)c(S(=O)(=O)N2CCN(CCO)CC2)c(C)c1 | 10% | 10% | -5% | -20% | 97%[activator] | 0% | -3% | -12 | -2%
O=c1[nH]c2ccccc2nc1/C=C(\O)C(F)F | -25% | ? | 2% | -5% | 32% | -45%[59 µM] | -5% | 5 | -1%
Cc1nn(-c2ccccc2)c(Cl)c1/C=N/Nc1nc2ccccc2[nH]1 | 9% | -6% | -1% | -13% | 23% | -16% | 5% | 1 | 0%
Nc1nc(SCc2ccccc2)[nH]c(=O)c1-c1ccccc1 | 3% | 4% | . | -13% | 22% | 8%[12.7 µM] | 6% | -6 | 6%
O=C(N/N=C/C=C/c1ccccc1)C(O)c1ccccc1 (stereo not given) | . | -10% | . | -14% | 20% | . | -10% | 2 | -3%
CN1C[C@@H]2[C@@H]3C(=O)N(C)C(=O)[C@@H]3[C@](C)(C1=O)N2C(=O)c1ccc(Cl)cc1 | . | 1% | -6% | -15% | 21% | . | -6% | 0 | 0%

Screens (PubChem BioAssay)
